Compound activity as filed in PubChem.
RXFP1 agonist – qHTS Assay for Agonists of the Relaxin Receptor RXFP1; Relaxin receptor 1 (Homo sapiens), Q9HBX9; HEK293T-RXFP1 cAMP TR-FRET, 30 min; response scale: percent of porcine relaxin response, buffer zero; Potency, µM (titrated, usually from 57.5 µM), inactives show at the highest dose activation, usual class: activators; 370,000 tested, 0.3% active; AID 2676, 2010; active means well fitted activation curve with a large enough effect; further: potency means the concentration at half of the fitted maximal effect; on the % scale 0 is the no-effect control and ±100 the full control effect; nearly all actives have a fitted effect of over 60% in size; many of its hits are not listed in these tables
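Agonist response is measured as cAMP accumulation in an RXFP1-transfected HEK293T line under PDE4 inhibition. Values are scaled between buffer-only and 29 nM porcine relaxin, and EC50s come from standard Hill equation fits.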
RXFP1 antag – qHTS Assay for Antagonists of the Relaxin Receptor RXFP1. Relaxin receptor 1 (Homo sapiens), Q9HBX9. HEK293-RXFP1, relaxin-stimulated cAMP HTRF, 30 min; hits give low values. activity change, negative = inhibition, % at 57.5 µM. 350,000 tested, 0.59% active. AID 1259400, 2018;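 active means activity change of -60% or lower, but not beyond a set lower limit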; further: on the % scale 0 is the no-effect control and ±100 the full control effect
D1 potentiator – Potentiators of Human D1 Dopamine Receptor: qHTS; D(1A) dopamine receptor (Homo sapiens), P21728; potentiation, % at 10 µM; AID 504651, 2011; HEK293 TREx D1 cells, calcium flux, dopamine EC20 potentiation; 360,000 tested, 0.036% active; in the data active means potentiation above about 30%; further: 0% is about no effect
Target sequence (P21728 whole entry, looked up): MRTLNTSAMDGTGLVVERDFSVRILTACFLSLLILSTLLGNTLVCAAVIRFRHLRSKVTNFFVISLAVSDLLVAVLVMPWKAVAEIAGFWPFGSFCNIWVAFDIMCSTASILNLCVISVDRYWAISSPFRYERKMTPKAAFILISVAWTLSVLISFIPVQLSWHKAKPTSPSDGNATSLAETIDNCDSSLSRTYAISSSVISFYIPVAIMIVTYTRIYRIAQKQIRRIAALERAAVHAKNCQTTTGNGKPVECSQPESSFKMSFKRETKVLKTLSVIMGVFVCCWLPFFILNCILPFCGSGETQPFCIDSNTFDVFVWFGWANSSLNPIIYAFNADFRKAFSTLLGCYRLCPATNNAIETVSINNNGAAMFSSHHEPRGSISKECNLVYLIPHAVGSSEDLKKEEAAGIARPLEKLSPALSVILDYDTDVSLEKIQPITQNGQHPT
TRHR enhancer – qHTS for Small Molecule Agonists and Allosteric Enhancers of Human TRH Receptor: Primary Screen for Enhancers | Thyrotropin-releasing hormone receptor (Homo sapiens), P34981 | TRHR cells, fluo-8 calcium fluorescence, EC20 TRH enhancement | enhancement, % at 2 µM | 360,000 tested, 0.66% active | AID 493056, 2011; in the data active means enhancement above about 30%; further: 0% is about no effect
Target sequence (P34981 whole entry, looked up): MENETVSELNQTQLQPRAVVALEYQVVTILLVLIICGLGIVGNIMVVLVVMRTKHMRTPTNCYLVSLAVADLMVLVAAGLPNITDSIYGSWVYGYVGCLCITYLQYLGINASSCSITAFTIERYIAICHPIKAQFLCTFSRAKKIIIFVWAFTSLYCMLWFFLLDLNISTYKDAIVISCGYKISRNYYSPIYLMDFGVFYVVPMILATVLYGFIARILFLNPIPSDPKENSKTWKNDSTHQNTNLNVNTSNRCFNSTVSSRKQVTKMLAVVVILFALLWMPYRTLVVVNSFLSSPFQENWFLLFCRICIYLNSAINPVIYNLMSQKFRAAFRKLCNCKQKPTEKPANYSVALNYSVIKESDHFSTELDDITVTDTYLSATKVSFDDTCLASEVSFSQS
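Enhancer read-out: after compound pinning and an initial kinetic agonist-mode read, an EC20 of TRH (10 nM final) was injected and fluo-8 calcium signal (Ex 480/Em 530) followed at 1 s/cycle for 100 cycles in TRHR-expressing cells.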
D2 antagonist – HTS Assay for Allosteric Antagonists of the Human D2 Dopamine Receptor: Primary Screen for Antagonists. D(2) dopamine receptor (Homo sapiens), P14416. HEK293 TREx D2 cells, calcium flux, dopamine EC80. inhibition, % at 10 µM. 340,000 tested, 2% active. AID 485344, 2010; in the data active means inhibition above about 30%; further: 0% is about no effect
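Antagonism is scored as inhibition of an EC80 dopamine-evoked calcium signal in a force-coupled, tetracycline-inducible HEK293 T-REx D2 line, with compound present 180 s before agonist.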
D2 agonist – HTS Assay for Allosteric Agonists of the Human D2 Dopamine Receptor: Primary Screen for Agonists; activation, % at 2 µM; HEK293 T-REx D2 cells, calcium flux agonist mode; 340,000 tested, 0.53% active;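 active means activation over 3 SD above normal in the single-dose calcium agonist read, cut at about 30% in these data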; further: 0% is about no effect
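Agonism is scored from calcium flux in a force-coupled, inducible HEK293 cell line expressing D2, read kinetically for 180 s after compound addition against dopamine controls.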
D2 PAM – HTS Assay for Positive Allosteric Modulators of the Human D2 Dopamine Receptor: Primary Screen for Potentiators; D(2) dopamine receptor (Homo sapiens), P14416; HEK293 T-REx D2, calcium flux, EC20 dopamine potentiation; potentiation, % at 10 µM; 340,000 tested, 0.34% active; AID 485347, 2010;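 active means potentiation over 3 SD above the plate norm, cut at about 30% in these data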; further: 0% is about no effect
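Tetracycline-induced HEK293 T-REx cells force-coupled to calcium signalling expressed D2; compounds were pin-added after a 10 s baseline, read kinetically 180 s, then an EC20 dopamine challenge followed with a further 180 s calcium read.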
D1 antagonist – Antagonist of Human D 1 Dopamine Receptor: qHTS. HEK293 TREx D1 cells, calcium flux, dopamine EC80; hits give low values. activity change, negative = inhibition, % at 10 µM. 360,000 tested, 3.2% active. AID 504652, 2011; in the data active means activity change below about -30%; further: on the % scale 0 is the no-effect control and ±100 the full control effect
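Tetracycline-induced HEK293 T-REx cells with force-coupled D1 receptor were loaded with a no-wash calcium dye. Compound was added after a 10 s baseline and read kinetically for 180 s; EC80 dopamine was then added and calcium flux followed another 180 s.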
D1 agonist – Allosteric Agonists of the Human D1 Dopamine Receptor: qHTS. D(1A) dopamine receptor (Homo sapiens), P21728. HEK293 T-REx D1 cells, calcium flux, agonist mode. activation, % at 2 µM. 360,000 tested, 1% active; in the data active means activation above about 30%; further: 0% is about no effect
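Tetracycline-induced HEK293 TREx D1 cells, force-coupled to calcium signalling, were dye-loaded with a no-wash calcium kit. Compound was pin-added after a 10 s baseline. Fluorescence was read kinetically at 1 cycle/s for 180 s, with calcium rises flagged as agonism.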
The depositor's hits bear a star; x = no result given.

Values run as follows: RXFP1 agonist, RXFP1 antag, D1 potentiator, TRHR enhancer, D2 antagonist, D2 agonist, D2 PAM, D1 antagonist, D1 agonist
[1] O=C(NCC12CC3CC(CC(C3)C1)C2)c1cc2nc(-c3ccccc3)cc(C(F)(F)F)n2n1
    0.2%, x, 1, 0, x, 0.7, 18, 4, 0
[2] COc1ccc(/C(C)=N/NC(=O)c2ccc(CSc3cccc4cccnc34)cc2)cc1OC
    5.5%, 10, -6, -2, 8, -0.6, 12, 1, 7
[3] Cc1cccc(NC(=O)CCC(=O)N/N=C/c2ccco2)c1
    -0.1%, 17, -8, 0, -13, -0.7, -4, -20, 2
[4] Cc1[nH]n(-c2ccc([N+](=O)[O-])cc2)c(=O)c1C=NCCN1CCN(C(=O)c2ccc(Br)cc2)CC1
    3.4%, 12, 7, -5, 17, -0.1, -7, -16, 1
[5] CCOC(=O)C1CCCN(C(=O)CS(=O)(=O)Cc2ccccc2)C1 (stereo not given)
    1.5%, 3, -1, -6, -4, 0.1, -4, -15, 2
[6] Oc1ccccc1Cn1nnc2ccccc21
    2.9%, 17, -6, -2, 11, 0.8, -4, -23, 8
[7] CN(C)C(=O)c1ccc(-c2cc(C(F)(F)F)n(C)n2)s1
    3.2%, -13, -8, -1, -18, 0.2, 6, -26, 4
[8] Cc1cccc(N(Cc2ccccc2)C(=O)CSC(C)C(=O)Nc2cc(C)on2)c1 (stereo not given)
    -1.3%, 18, 2, 21, -11, -0.8, 3, 8, 4
[9] CCOc1ccccc1N(CC(=O)Nc1cccnc1)S(=O)(=O)c1ccc(C)cc1
    1.0%, -5, -6, 0, -3, -0.6, 2, 1, 2
[10] CCOC(=O)c1ccc(NC(=O)Cn2cc(S(=O)(=O)Cc3ccccc3F)c3ccccc32)cc1
    -2.7%, -15, 6, 0, x, x, -8, 17, 1
[11] O=[N+]([O-])c1cccnc1Oc1ccc(F)cc1
    1.3%, -29, -5, -1, -7, -0.7, -3, 3, 3
[12] Cc1ccc(C2C3=C(Nc4[nH]n(-c5ccccc5)c(=O)c42)c2ccccc2C3=O)cc1 (stereo not given)
    0.2%, x, -5, 16, -29, 0.0, 1, -8, 0
[13] O=C(NCc1ccc(Cl)cc1)c1ccc(S(=O)(=O)N2CCCCC2)cc1
    -0.5%, 8, -8, 7, 14, -0.1, 5, 6, 5
[14] CC(C)Cn1c(-c2nn(C)cc2Cl)n[nH]c1=S
    2.4%, -12, -11, 2, -17, -1.1, -7, 1, 2
[15] COc1ccc(NC(C)=O)cc1NC(C)C(=O)Nc1ccc(S(=O)(=O)N2CCCCC2)cc1 (stereo not given)
    2.1%, -5, x, 3, 18, 0.7, -5, 6, 5

4 structures from above, sorted by molar mass, low to high:
Values run as follows: RXFP1 agonist, RXFP1 antag, D1 potentiator, TRHR enhancer, D2 antagonist, D2 agonist, D2 PAM, D1 antagonist, D1 agonist
[6] Oc1ccccc1Cn1nnc2ccccc21
    2.9%, 17, -6, -2, 11, 0.8, -4, -23, 8
[11] O=[N+]([O-])c1cccnc1Oc1ccc(F)cc1
    1.3%, -29, -5, -1, -7, -0.7, -3, 3, 3
[3] Cc1cccc(NC(=O)CCC(=O)N/N=C/c2ccco2)c1
    -0.1%, 17, -8, 0, -13, -0.7, -4, -20, 2
[9] CCOc1ccccc1N(CC(=O)Nc1cccnc1)S(=O)(=O)c1ccc(C)cc1
    1.0%, -5, -6, 0, -3, -0.6, 2, 1, 2

(more compounds)
Values run as follows: RXFP1 agonist, RXFP1 antag, D1 potentiator, TRHR enhancer, D2 antagonist, D2 agonist, D2 PAM, D1 antagonist, D1 agonist
[16] Cc1cc(C)c2c(c1)-c1c(ssc1=S)C(C)(C)N2C(=O)CSc1nncn1C
    1.3%, -3, 4, -6, -3, 0.1, 10, 14, 39*
[17] Cc1csc2c(N3CCN(C(=S)Nc4ccc(C(F)(F)F)cc4)CC3)ncnc12
    2.0%, 2, -3, -3, 7, 0.3, 3, -24, 27
[18] COC(=O)c1c(C(=O)OC)c(-c2ccc(OC)cc2)n2c1CS(=O)(=O)C2
    3.3%, -14, -6, 4, -1, 0.2, 2, -8, 9
[19] COc1ccc(CN2C3CCCC2CC(NC(=O)Nc2ccccc2C)C3)cc1 (stereo not given)
    -0.2%, 11, -2, 6, x, x, x, -12, 5
[20] CC1CCc2c(sc(NC(=O)C3CCCO3)c2C#N)C1 (stereo not given)
    -0.7%, -15, -3, 5, -10, 0.8, 8, -12, 0
[21] CCOc1ccc(-c2nnc(SCC(=O)NCCC(C)C)nc2-c2ccc(OCC)c(OC)c2)cc1OC
    -0.4%, -10, -2, -3, x, -0.5, x, 5, 5
[22] CCOC(=O)c1c(C)c(C(=O)NCc2ccco2)c(C)n1CC
    -1.3%, -6, -1, -2, -4, -0.2, 1, -2, 2
[23] CCc1nnc(N/N=C/c2c(C)[nH]c3ccccc23)n1N
    -8.1%, -21, -8, -5, -4, 0.2, 2, 4, 3
[24] CCCCc1c(O)nc(SCC(=O)N2CCOCC2)n(-c2ccccc2C)c1=O
    2.3%, 2, -3, 8, 8, 0.9, 11, -3, 2
[25] CCCc1cc(=O)[nH]c(Nc2ccccc2O)n1
    -1.9%, 2, 2, 23, x, 1.4, -4, -10, 13
[26] C=CCn1c(SCC(=O)NC(=O)Cc2ccccc2)nc2ccccc2c1=O
    -0.1%, 8, 3, 8, x, x, x, -1, 2
[27] CC(C)CNC(=O)CN(C1CCCCC1)S(C)(=O)=O
    0.2%, -10, 3, -2, -16, 0.0, 5, -1, 5
[28] Cc1ccc(NC(=O)CSc2nc(=O)n(Cc3ccncc3)c3c2CCC3)c(C)c1
    1.4%, -6, -7, 0, -12, 0.4, 0, -9, 2
[29] COc1ccc(S(=O)(=O)NC(CC(=O)NCc2ccco2)c2ccco2)cc1 (stereo not given)
    0.5%, -5, 3, 18, -6, -0.4, 12, 1, 2
[30] CSc1nsc(SCC(=O)Nc2nncs2)n1
    2.4%, -5, -5, 2, -13, -0.1, 23, -14, 2

(listing goes on)
Values run as follows: RXFP1 agonist, RXFP1 antag, D1 potentiator, TRHR enhancer, D2 antagonist, D2 agonist, D2 PAM, D1 antagonist, D1 agonist
[31] CC(=O)Nc1ccc(S(=O)(=O)N(C)CC(=O)OCC(=O)N2CC(C)OC(C)C2)cc1 (stereo not given)
    -0.5%, -6, 4, 1, -2, -0.1, 3, 7, 3
[32] CCCCOc1ccc(S(=O)(=O)N2CCN(c3ccccc3OCC)CC2)cc1
    1.4%, -9, -2, 32*, x, -1.2, 5, -17, 9
[33] Nc1ccc(Nc2ccccc2)c(Cl)c1
    -1.3%, -8, -6, 7, -1, -1.5, 2, -1, 3
[34] N#C/C(=C\c1cn(CC(=O)N2CCCCC2)c2ccccc12)C(=O)NCc1ccc2c(c1)OCO2
    0.5%, x, -10, -7, 2, 0.4, 4, -2, 2
[35] Cn1c(=O)c2cc(S(=O)(=O)NCCC(=O)Nc3ccccc3F)ccc2n(C)c1=O
    2.9%, 2, -1, 8, -2, -0.3, 6, 6, 0
[36] Cc1cccc(C)c1Nc1nnc(SCC(=O)Nc2cc(S(=O)(=O)N3CCCCC3)ccc2Cl)s1
    2.5%, -7, 1, 3, -9, -0.2, 8, -3, 7
[37] Cc1ccc(C(=O)C2=C(O)C(=O)N(Cc3ccco3)C2c2ccc(N(C)C)cc2)o1 (stereo not given)
    -1.7%, -6, 6, -11, 14, -1.6, 2, -12, 2
[38] Cc1ccc(OCCn2nc3ccccc3n2)c(C)c1
    2.7%, -30, -13, 39*, 10, -0.5, -4, -24, 4
[39] C=CCc1c(C)nn(CC(=O)O)c1-c1ccccc1
    0.4%, -1, 7, -6, 22, 0.6, 3, -5, 5
[40] CC(=O)Nc1ccc(SCC(=O)N(C)C2CCS(=O)(=O)C2)cc1 (stereo not given)
    -1.1%, 3, -8, -2, -7, -0.2, 23, -17, 4
[41] O=C(O)c1cccc(-n2cnc3cccnc32)c1
    8.8%, -3, 4, -3, x, -0.6, -8, -16, 4
[42] Cc1c(C(=O)O/N=C(\N)c2ccccn2)cccc1[N+](=O)[O-]
    6.4%, -11, 22, -3, 5, -1.3, -7, 4, 2
[43] COc1ccc(CN(C(=O)CSc2nnc(-c3ccccc3F)o2)c2ccc(F)cc2)cc1
    -0.2%, -15, -3, -2, -3, 1.1, -10, -3, 12
[44] Cc1nonc1C1CCCN1C(=O)c1cc(COc2cccc(C(F)(F)F)c2)on1 (stereo not given)
    -0.4%, 1, 2, 0, -6, 0.6, -1, -5, 19
[45] Cc1cc(=O)oc2c3c(cc(OCC(=O)N4CCC(C(=O)O)CC4)c12)OC(C)(C)CC3
    16%, x, -5, -4, -2, 0.4, 8, -17, 0

(listing goes on)
Values run as follows: RXFP1 agonist, RXFP1 antag, D1 potentiator, TRHR enhancer, D2 antagonist, D2 agonist, D2 PAM, D1 antagonist, D1 agonist
[46] COc1ccc(NC(=O)C2CCCN(S(C)(=O)=O)C2)cc1OC (stereo not given)
    1.4%, 6, -1, 3, 4, -0.2, -9, -5, 1
[47] CS(=O)(=O)NCc1ccc(C(=O)NCc2ccccc2)cc1
    1.8%, -18, 2, -10, 20, -0.7, 12, -21, 0
[48] CC1=NN(C(N)=S)C(=O)C1N=Nc1ccccc1 (stereo not given)
    1.0%, 3, -3, -5, -20, -0.3, 0, -16, -3
[49] COc1ccccc1NS(=O)(=O)c1cc(NC(=O)CCC(=O)c2cccs2)ccc1Cl
    -1.7%, 11, 3, 13, 17, -0.5, -7, -12, 6
[50] CC(C)(C)c1ccc(-c2nnc(SC3CCOC3=O)n2Cc2ccccc2)cc1 (stereo not given)
    1.7%, x, -7, -5, -2, -0.5, -15, -2, 0
[51] CCOc1cc(C(=O)N2CCCN(C)CC2)cc(OCC)c1OCC
    0.7%, 13, 1, 11, -14, -0.9, 13, -9, 2

An excerpt; rates above refer to the full screens.
